Source: PubChem (several laboratories)
Yfh1-off respiration – mitochondrial function rescue without frataxin homolog – Friedreich's ataxia, plus single-dose screen, dose response (AID 1465); fold induction at 50 µM; hits with a dose series show EC50 in µM; S. cerevisiae Yfh1-off respiration, WST-1 reduction, 72 h; higher fold induction means a stronger effect; 0.074% of 220,000 active;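 active = fold induction of absorbance versus untreated yeast above a set limit, then at least 30% activation at any dose in follow-up; inconclusive = repeats straddling the limit, or above it without dose testing; inactive = fold induction below the set limit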;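 also: activators that raise dye reduction in frataxin-depleted yeast; strong numbers were not always called active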
AID2073 – disruptors of CaV2.2 binding to Mint1 – biochemical, HTRF (AID 2073); HTRF protein-protein interaction, Mint1-CaV2.2; higher % means a stronger effect; inhibition, % at 20 µM, or IC50 in µM where a hit was titrated; 0.19% of 290,000 active; in the data active = inhibition mostly above about 51%, no sharp cut-off; inconclusive = no clear call, values can overlap the other calls; inactive = mostly below about 53%; also: some results filed as inactive read as strong as hits
GPR35 arrestin U2OS – inhibition of zaprinast-stimulated GPR35 beta-arrestin translocation – imaging, U2OS, beta-arrestin-GFP, zaprinast agonist, primary screen (AID 2058). one-dose inhibition, % at 10 µM; IC50 in µM for titrated hits. 0.052% of 290,000 active. U2OS GPR35 beta-arrestin-GFP translocation imaging, zaprinast antagonism; higher % means a stronger effect;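 active = inhibition of at least 50% with at least 30 cells and total cytoplasm GFP at most 10,000,000; inconclusive = under 30 cells or total GFP of 10,000,000 plus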
SV40 large T antigen – TAg ATPase/helicase activity blockers – biochemical (AID 1903) | SV40 large T antigen ATPase/helicase inhibition assay; higher % means a stronger effect | inhibition, % at 20 µM; hits with a dose series show IC50 in µM | 0.39% of 310,000 active; in the data active = a potency from the dose series; inconclusive = inhibition mostly from about 32% at the one dose, without a potency; inactive = the rest, 99 in 100 with inhibition below about 32%; also: strong numbers were not always called active
GPR55 antagonists – GPR55 antagonists blocking LPI-driven arrestin recruitment, primary screen, imaging, U2OS, beta-arrestin-GFP, LPI agonist (AID 2013) | U2OS GPR55 beta-arrestin-GFP translocation imaging, LPI antagonism; higher % means a stronger effect | 0.13% of 290,000 active | inhibition, % at 10 µM; hits with a dose series show IC50 in µM;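 active = spots per cell inhibited over 60%, with over 100 cells counted and total cytoplasm intensity under 500,000; inconclusive = wells with under 100 cells, flagged as likely toxic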;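 also: U2OS cells stably carrying GPR55 and arrestin-GFP stimulated by 5 µM LPI near EC80; imaged beta-arrestin-GFP aggregate spots per cell after agonist stimulation; plate controls were LPI-stimulated DMSO wells for no effect and DMSO wells without LPI for full effect; some results filed as inactive read as strong as hits; confirmed hits need IC50 under 10 µM and bright autofluorescent wells are also inconclusive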
NTR1 agonist – NTR1-driven beta-arrestin-GFP spot formation – imaging, U2OS cells, high content, primary screen (AID 493036) | P30989 | activation, % at 20 µM | agonist mode | 0.17% of 330,000 active;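 active = activation at or above 40% of the spot to cytoplasm intensity ratio, with at least 20 cells analyzed; inconclusive = wells under 20 cells, flagged as cytotoxic or low count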;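 also: 0% = DMSO without peptide and 100% = 100 nM NTR1 peptide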
Target sequence (P30989 whole entry, looked up): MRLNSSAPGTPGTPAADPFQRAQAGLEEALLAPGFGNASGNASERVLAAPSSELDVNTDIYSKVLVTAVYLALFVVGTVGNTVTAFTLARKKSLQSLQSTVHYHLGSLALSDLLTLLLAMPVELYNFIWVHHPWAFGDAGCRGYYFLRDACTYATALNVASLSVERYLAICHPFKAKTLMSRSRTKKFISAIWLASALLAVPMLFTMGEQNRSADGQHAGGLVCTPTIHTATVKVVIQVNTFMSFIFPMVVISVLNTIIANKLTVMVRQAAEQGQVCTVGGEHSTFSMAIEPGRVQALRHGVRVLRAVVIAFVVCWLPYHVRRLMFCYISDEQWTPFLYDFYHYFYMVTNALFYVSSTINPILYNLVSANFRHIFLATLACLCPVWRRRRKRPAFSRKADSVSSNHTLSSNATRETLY
Rac1 GTP hydrolysis – MgcRacGAP GTPase-activating activity inhibitors, confirmation, biochemical, ADP Hunter fluorescence; MgcRacGAP-stimulated Rac1 GTP hydrolysis, ADP Hunter fluorescence; higher % means a stronger effect; GST-tagged Rac1 F28L mutant substrate; inhibition, % at 30 µM; hits with a dose series show IC50 in µM; 0.6% of 340,000 active;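 active = first-screen hits whose inhibition reached a set limit at any dose in the follow-up dose series; inconclusive = inhibition above the set first-screen limit but never retested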;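 also: fluorescence reports GDP produced by GAP-driven GTP hydrolysis; strong numbers were not always called active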
Dengue-2 NS5 capping – flavivirus cap methylation enzyme inhibition – biochemical, confirmation dose response, primary screen (AID 588689); Dengue-2 NS5 methyltransferase capping enzyme assay, biochemical; higher % means a stronger effect; one-dose inhibition, % at 25 µM; IC50 in µM for titrated hits; 0.3% of 340,000 active; in the data active = a potency from the dose series; inconclusive = inhibition above about 29% without an active follow-up result
GPR55 activation – selective activators of receptor GPR55 – imaging, U2OS cells, beta-arrestin-GFP redistribution, primary screen (AID 1961) | U2OS GPR55 beta-arrestin-GFP redistribution imaging; higher % means a stronger effect | 0.048% of 290,000 active | activation, % at 10 µM, or EC50 in µM where a hit was titrated;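 active = activation above 40% with more than 50 cells counted in the well; inconclusive = wells holding fewer than 50 cells, flagged as toxic or sparse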;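 also: U2OS osteosarcoma cells stably expressing GPR55 and beta-arrestin-GFP; plate controls were DMSO negative control for no effect and LPI positive control for full effect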
NTR1 agonist cell count 20 µM – recorded beside NTR1 agonist, whose call it bears; cell count; measured here: cell count, cytotoxicity flag
* hit, by the source's call; i = inactive; u = inconclusive; x = no result given. Hits appear at their usual frequency. Share with any hit: about 1.7%.

smiles	Rac1 GTP hydrolysis	Yfh1-off respiration	GPR35 arrestin U2OS	GPR55 antagonists	GPR55 activation	AID2073	Dengue-2 NS5 capping	SV40 large T antigen	NTR1 agonist	NTR1 agonist cell count 20 µM
CCCCCCCNC(=O)C1(CC2CC(c3ccccc3)=NO2)CCN(C(=O)OC(C)(C)C)CC1 (stereo unspecified)	5.7%	x	x	x	x	x	-6.4%	11.1%	0.7	78
CCOC(=O)c1nc(-c2ccc(OC)c(OC)c2)no1	2.9%	i	1.8%	12.0%	-0.5%	-12.6%	0.8%	3.4%	-0.9	67
Cc1nc(N)c2c(Cc3cccc4ccccc34)nn(C(C)(C)C)c2n1	2.9%	i	x	x	x	x	0.0%	10.0%	11.8	95
COc1ccc2cc3cc(C(=O)NCCN4CCN(c5ccccc5F)CC4)oc3nc2c1	-1.3%	x	0.8%	-0.6%	-0.1%	20.6%	0.8%	10.1%	6.7	68
CCOc1ccccc1C(=O)Nc1cccc(-c2ccc3nncn3n2)c1	13.0%	i	2.2%	-6.0%	0.1%	-8.0%	-15.7%	12.6%	1.2	51
O=C(COc1ccccc1F)N1CCN(S(=O)(=O)/C=C/c2ccccc2)CC1	7.0%	i	-4.1%	-5.0%	-0.2%	-0.1%	-5.8%	5.4%	0.5	39
CCC(=O)Nc1ccc2nc(C3CC3)n(Cc3ccccc3)c(=O)c2c1	6.1%	x	-17.5%	10.6%	0.6%	0.3%	-4.0%	1.4%	-1.3	67
N#C/C(=C/c1ccc2c(c1)OCO2)C(=O)NCCc1c[nH]c2ccccc12	7.8%	i	8.4%	4.4%	0.1%	2.1%	-4.0%	1.8%	2.8	76
Cn1c(N)c(C(=O)COC(=O)C2=COCCO2)c(=O)n(C)c1=O	7.9%	i	3.6%	13.4%	-0.2%	-5.1%	2.1%	2.0%	-1.2	31
O=C(N/N=C/c1ccccc1O)C1(O)c2ccccc2-c2ccccc21	8.5%	i	-0.1%	5.8%	-0.2%	11.1%	-7.1%	19.4%	1.0	62
O=C(CCS(=O)(=O)c1cc2c(cc1Cl)NC(=O)CO2)NCCc1ccccc1	11.3%	x	8.3%	11.1%	0.3%	-1.9%	-2.3%	7.4%	0.9	55
O=C(Cc1nnc(NC(=O)Nc2ccccc2)s1)NCc1ccccc1	11.4%	i	-1.6%	11.5%	0.6%	u	-3.6%	5.0%	-0.1	75
Nc1nonc1-n1nnc(C(=O)N/N=C/c2cccnc2)c1-c1ccccc1	5.8%	x	-4.6%	3.2%	-0.2%	13.9%	-13.2%	14.1%	0.0	55
S=C(Nc1cccc2ccccc12)NN1CCOCC1	4.3%	i	-1.1%	25.1%	-0.1%	-8.9%	-2.7%	13.2%	0.2	35
Cc1ccc(/C=C/C(=O)O)cc1S(=O)(=O)NCCO	6.5%	i	-6.1%	10.1%	0.2%	5.2%	-6.1%	3.9%	0.7	59
O=C(c1c(F)cccc1F)N1CCCC1	-10.9%	i	1.8%	-4.4%	-0.1%	11.6%	50.1%	10.0%	2.8	34
Cc1ccc(N2C(=O)C3ON(c4ccccc4)C(c4ccncc4)C3C2=O)c(C)c1 (stereo unspecified)	8.5%	i	-1.0%	-1.3%	0.7%	-2.1%	5.2%	21.4%	-0.9	85
Cn1nc([N+](=O)[O-])nc1Sc1nnc(-c2ccccc2)o1	14.6%	i	-17.6%	-24.3%	0.2%	-4.4%	-9.5%	13.2%	-3.3	81
COc1ccc(CN(C(=O)COc2ccc(C)c(C)c2)C2CCS(=O)(=O)C2)cc1OC (stereo unspecified)	14.6%	x	6.0%	-19.2%	0.4%	4.7%	2.1%	5.8%	4.6	53
CCCNC(=O)CN(Cc1ccco1)S(=O)(=O)c1ccc(OCC)cc1	3.3%	i	1.8%	7.0%	0.4%	5.4%	-4.5%	0.4%	0.2	63
COc1ccc(S(=O)(=O)N(CC(=O)NC(C)C)Cc2ccccc2)cc1	3.8%	i	5.1%	-0.8%	-0.1%	14.7%	8.1%	3.6%	1.3	71
COc1cccc(/C=N/NC(=O)c2c(C)nc3ccc(Cl)cn23)c1O	6.4%	x	-1.6%	4.3%	0.0%	3.3%	-30.4%	7.0%	1.6	84
Cc1cc(/C=C2/SC(=O)NC2=O)c(C)n1-c1ccc(N2CCOCC2)cc1	-9.5%	i	-8.2%	4.8%	12.2%	4.6%	-1.3%	21.7%	5.1	71
COc1cc(/C=C(\NC(C)=O)C(=O)Nc2cccc(O)c2)ccc1OC(C)=O	18.0%	i	5.4%	2.4%	0.2%	0.0%	-4.8%	23.4%	-0.1	45
CON1C(=O)C(=O)N(OC)C(C)(C)C1C (stereo unspecified)	-2.9%	i	21.8%	14.5%	0.5%	10.9%	4.1%	5.6%	1.6	47
CCOC(=O)N1CCN(C(=O)CN(C)S(=O)(=O)c2ccc(F)cc2)CC1	8.6%	x	-1.6%	-4.1%	0.7%	1.4%	-1.6%	8.4%	-0.1	51
CCCN1CCN(C(=O)c2cc(COc3ccc4ncccc4c3)on2)CC1	2.0%	i	4.1%	4.1%	0.0%	-15.3%	-15.5%	30.9%	5.1	53
COC(=O)CC1C(=O)NCCN1C(=O)c1ccccc1 (stereo unspecified)	-0.5%	i	12.9%	4.7%	0.2%	-5.0%	-5.0%	8.2%	3.3	53
Cn1cc(CNC(=O)C2c3ccccc3Oc3ccccc32)cn1	10.4%	i	-8.7%	-26.5%	-0.3%	7.6%	7.5%	4.9%	0.2	46
CN(C)c1ccc(/C=C2\SC(=O)N(CC(O)Cn3c4ccccc4c4ccccc43)C2=O)cc1 (stereo unspecified)	10.0%	i	-13.8%	-0.6%	-0.4%	33.4%	-1.4%	3.6%	2.0	34
Clc1cccc(Nc2nc(N3CCOCC3)nc(N3CCOCC3)n2)c1	-5.0%	x	7.5%	-2.7%	0.6%	2.8%	-7.9%	5.4%	0.5	75
Cc1cccc(C)c1NC(=O)CS(=O)CC(=O)NC1CCCc2ccccc21 (stereo unspecified)	7.4%	i	-2.4%	4.3%	-0.1%	9.1%	0.8%	2.2%	0.8	86
O=C(Nc1ccon1)c1ccc(Cl)c(S(=O)(=O)N2CCCCC2)c1	3.2%	x	-17.9%	5.3%	0.3%	-0.2%	1.3%	-13.5%	0.9	57
CCCC[C@H]1COCCS(=O)(=O)N1Cc1ccc(C)cc1	4.3%	x	0.7%	6.5%	-0.2%	11.7%	-2.8%	10.0%	-2.5	94
Fc1ccccc1OCCCCCCN1CCCC1	-0.8%	i	14.4%	4.0%	-0.1%	3.1%	0.0%	5.3%	-0.1	79
O=C(NC(NNc1ccc([N+](=O)[O-])cc1)(C(F)(F)F)C(F)(F)F)c1ccc(F)cc1	15.8%	i	1.2%	-3.2%	0.0%	0.9%	6.4%	4.0%	4.4	43
Cc1cnc(C(=O)OCC(=O)NCc2ccccc2)cn1	2.2%	i	-12.9%	12.3%	0.4%	19.8%	-0.8%	16.7%	1.1	81
CN(C)c1ccc(N2C(=O)CC(c3ccccc3)CC2=O)cc1	1.4%	i	3.8%	15.3%	0.0%	-0.8%	-1.5%	18.3%	0.6	59
CCNS(=O)(=O)c1ccc(CCC(=O)N2CCc3ccccc3C2)cc1	3.6%	x	5.2%	-1.7%	-0.1%	6.2%	-10.2%	0.6%	0.7	53
O=C(NCc1ccncc1)C(=O)N/N=C/c1cccnc1	-4.6%	i	9.1%	-1.6%	0.0%	u	-5.2%	0.8%	-0.7	52
COc1ccc(C2CC(c3ccccc3)=NN2C(=O)COC(=O)c2ccc(Cl)nc2)cc1 (stereo unspecified)	3.0%	i	10.4%	6.8%	0.4%	34.4%	-1.9%	8.9%	0.7	49
CC1CCC2C(=O)N(c3ccc(C(=O)Oc4cccc5cccnc45)cc3)C(=O)C2C1 (stereo unspecified)	0.6%	i	2.3%	-0.1%	-0.2%	-6.4%	1.1%	0.3%	-0.8	59
O=S(=O)(NOCc1ccc(Cl)cc1)c1ccc(Cl)cc1	7.9%	x	-1.1%	-1.1%	0.0%	10.6%	1.3%	7.7%	6.6	75
CCc1ccc(NC(=S)Nn2cnnc2)cc1	14.5%	i	-2.8%	10.2%	1.1%	49.3%	3.7%	16.6%	-0.3	59
COc1ccc(N2CCN(C(=O)COCc3cc(-c4ccc5c(c4)OCO5)on3)CC2)cc1	-4.0%	x	1.3%	-9.1%	-0.1%	1.9%	14.5%	12.8%	0.6	65
Cc1c(-c2csc(N)n2)cnn1C	15.4%	i	6.2%	0.0%	0.2%	-4.9%	2.2%	u	0.7	67
CC(=O)N(Cc1cccs1)Cc1cc2cc(C)c(C)cc2nc1Cl	8.7%	i	-10.4%	0.9%	-1.0%	3.3%	-6.1%	17.6%	1.2	51
O=c1oc(-c2ccccc2)cc(Cl)c1Cl	x	x	7.8%	41.7%	0.6%	-6.0%	-49.7%	14.1%	19.4	47
Cc1ccccc1OCC(=O)O/N=C(\N)Cc1cccs1	2.5%	i	-5.8%	2.4%	0.0%	-13.0%	-1.0%	-0.4%	-0.9	43
COc1ccc(NC(=O)c2ccc(S(=O)(=O)N(C)C)cc2)cc1OC	3.3%	i	18.4%	3.9%	-0.1%	-2.4%	-13.5%	-8.5%	-1.1	62
CCCNS(=O)(=O)c1ccc(CCC(=O)N2CCOCC2)cc1	5.8%	i	9.3%	-0.3%	-0.2%	17.6%	-2.4%	6.0%	-2.2	87
Cc1cccc(NC(=O)CCCc2ccccc2)c1	15.9%	x	-1.8%	-3.1%	-0.1%	-6.0%	x	7.5%	0.5	60
O=C(N/N=C/c1cccs1)C(O)c1ccccc1 (stereo unspecified)	16.1%	i	11.9%	-0.7%	0.2%	-6.6%	-3.1%	9.7%	-0.7	48
O=C(CSc1ccc(-c2ccco2)nn1)Nc1ccc(F)cc1	11.0%	x	1.7%	-23.1%	0.0%	13.3%	0.0%	16.3%	0.6	95
COc1ccc(NC(=O)COc2ccc(N(C)S(=O)(=O)c3ccc(C)cc3)cc2)cc1	5.4%	i	3.6%	2.9%	-0.3%	8.3%	2.6%	2.4%	2.6	66
COC(=O)c1cccc(NC(=O)CSc2nc(O)c(-c3ccccc3)c(=O)[nH]2)c1	-4.9%	i	-6.4%	-7.7%	-0.1%	18.5%	-5.5%	7.0%	-0.8	36
